miR-122 sensor: miR-122 inhibition in Huh7 cells; Huh7 miR-122 Renilla luciferase sensor, 48 h; neutral wells = 0, positive control = 100; activation (reporter increase), % at 12.5 µM; 340,000 tested, 0.3% active; AID 602342;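 active = mean replicate activation score at least 90 and every replicate individually at or above 90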;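 also: higher luciferase means less miR-122 activity so hits act as miR-122 inhibitors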
Cneo AK release: causes C. neoformans cell lysis; adenylate kinase release luminescence, 4 h; normalised: neutral wells 0, clomiphene wells 100; lysis activity, % at 15 µM; 360,000 tested, 0.2% active; AID 651654;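 active = mean lysis activity across replicates of at least 80%, whatever share of replicates individually reach that level; inactive = mean lysis activity below 80%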
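Test system: log-phase Cryptococcus neoformans yeast cells; Quantity: yeast cell density of 5 × 10^6 cells/mL; Buffer or medium: YPD; Doses: single compound concentration per well; Timing: 4 h at 37 °C static, read 1 h later; Measured by: AK luminescence; Read-out basis: lysis from increased AK signal; Control set: Clomiphene as positive control.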
PGC1a acetyl inh: modulators of PGC1a acetylation. U2OS PGC1a acetylation, AlphaScreen anti-acetyl-lysine; with virally co-expressed GCN5 acetyltransferase. AID 651687. 350,000 tested, 0.17% active. inhibition, % at 15.6 µM;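 active = every replicate shows inhibition of at least 40%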;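 also: 0% = neutral control wells and 100% = positive control wells; some results beyond the cut were filed as inactive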
RAD54 branch: inhibitors of human RAD54 branch migration; 360,000 tested, 0.14% active; inhibition, % at 10.4 µM; RAD54 Holliday junction branch migration, FAM/BHQ fluorescence; Q92698;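 active = mean normalized replicate activity at least 40 and at least half of replicates scoring 40 or more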;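 also: 0% = median of neutral control wells and 100% = median of positive control wells; inhibitors cause a drop in the FAM fluorescence signal; in these data hits start at about 50%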
RAD52 anneal inh: inhibitors of human RAD52 DNA annealing; AID 651710; 360,000 tested, 0.46% active; inhibition, % at 18.7 µM; recombinant RAD52 DNA annealing, FRET fluorescence;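 active = every replicate showing at least 50% inhibition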
Target sequence (P43351 whole entry, looked up): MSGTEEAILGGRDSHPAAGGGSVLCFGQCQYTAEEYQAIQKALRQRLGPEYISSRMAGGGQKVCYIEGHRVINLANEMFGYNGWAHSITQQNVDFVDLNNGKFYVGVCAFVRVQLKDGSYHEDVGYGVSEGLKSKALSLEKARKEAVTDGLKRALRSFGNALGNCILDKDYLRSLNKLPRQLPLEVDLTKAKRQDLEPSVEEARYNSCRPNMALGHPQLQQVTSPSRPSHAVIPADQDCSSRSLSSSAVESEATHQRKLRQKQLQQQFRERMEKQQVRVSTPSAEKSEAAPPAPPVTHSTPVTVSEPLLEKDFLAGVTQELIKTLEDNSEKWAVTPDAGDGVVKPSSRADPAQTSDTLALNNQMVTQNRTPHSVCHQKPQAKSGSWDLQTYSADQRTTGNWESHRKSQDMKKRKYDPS
PglD inh: inhibitors of Campylobacter jejuni PglD acetyltransferase | purified PglD enzyme, DTNB colorimetric CoA detection | inhibition, % at 12.5 µM | 360,000 tested, 0.098% active | AID 602405; in the data active = inhibition above about 16%, passing the limit was not always enough; also: strong numbers were not always called active
ERAP1 inh: ERAP1 (human) enzyme inhibition. 340,000 tested, 0.15% active. Q9NZ08. AID 652197. inhibition, % at 10.7 µM. recombinant ERAP1, Leu-AMC fluorescence, 60 min;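 active = mean replicate inhibition of at least 30%, or all replicates individually reaching that 30% level; inactive = mean below 30% and not every replicate reaching it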;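 also: 0% = neutral control wells and 100% = L-leucinethiol positive control wells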
E-selectin induc: E-selectin induction on HUVECs; HUVEC E-selectin immunofluorescence imaging; normalized: neutral wells 0, TNF-alpha wells 100; activation, % at 7.58 µM; 260,000 tested, 0.37% active;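 active = mean E-selectin-positive cell signal at least 10% of the positive control, reached in at least 60% of replicates, without over 20% cell loss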;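 also: in these data hits start at about 27%; measured in HUVEC primary endothelial cells; signal is the percent of cells scored E-selectin positive by PE staining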
Target sequence (P16581 whole entry, looked up): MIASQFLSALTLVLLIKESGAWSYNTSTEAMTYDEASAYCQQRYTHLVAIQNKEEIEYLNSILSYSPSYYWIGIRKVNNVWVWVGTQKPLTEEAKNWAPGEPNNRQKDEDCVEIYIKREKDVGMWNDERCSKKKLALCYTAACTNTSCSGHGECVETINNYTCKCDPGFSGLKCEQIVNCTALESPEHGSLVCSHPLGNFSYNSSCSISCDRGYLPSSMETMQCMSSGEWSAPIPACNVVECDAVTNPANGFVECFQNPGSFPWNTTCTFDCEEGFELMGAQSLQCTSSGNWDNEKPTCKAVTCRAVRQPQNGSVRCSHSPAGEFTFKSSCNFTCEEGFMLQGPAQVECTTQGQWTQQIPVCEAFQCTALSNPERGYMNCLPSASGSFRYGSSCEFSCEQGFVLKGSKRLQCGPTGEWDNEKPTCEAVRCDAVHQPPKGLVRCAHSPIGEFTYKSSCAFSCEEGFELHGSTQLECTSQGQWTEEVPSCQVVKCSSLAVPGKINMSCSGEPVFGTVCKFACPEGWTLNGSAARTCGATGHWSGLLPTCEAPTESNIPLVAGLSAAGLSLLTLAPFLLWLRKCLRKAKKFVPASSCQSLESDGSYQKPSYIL
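System: HUVEC / Compound: single concentration / Signal: immunofluorescence imaging / Read-out: percent E-selectin-positive cells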
The depositor's hits bear a star; . = not tested or not shown; [ ] = dose if it differs, or a comment.

SMILES	miR-122 sensor	Cneo AK release	PGC1a acetyl inh	RAD54 branch	RAD52 anneal inh	PglD inh	ERAP1 inh	E-selectin induc
O=C(c1cc2cc(Cl)ccc2[nH]1)N1CCN(Cc2ccc3c(c2)OCO3)CC1	-1	-1	2	-14	-42	3	-2	.
O=C(Nc1ccccc1)N1CCCCN2[C@H](CO)[C@H](c3ccc(-c4ccccc4F)cc3)[C@@H]2C1	-6[16.7 µM]	1	5	12	-5	1	-1	-0.7
O=C1NC2(CCCCC2)CO1	0	-1	4	-6	-1	-6	-4	.
CNC(=S)NNC(=O)c1ccc(=O)n(Cc2cccc(C(F)(F)F)c2)c1	4	4	-1	5	-9	0	0	.
COC(=O)Nc1ccc(S(=O)(=O)N2CCN(C)CC2)cc1	-8	1	-3	1	.	4	.	.
O=C(NCc1ccccc1)C(c1ccc(F)cc1)N(Cc1ccco1)C(=O)c1ccccn1 (configuration not stated)	64	-3	-14	-1	.	1	.	.
COC(=O)CCC(=O)N1CCCC(CO)(Cc2ccccc2)C1 (configuration not stated)	-3	-1	.	2	-12	3	-1	.
COc1ccc(NC(=O)CN2C(=O)CSC(C)C2=O)cc1 (configuration not stated)	-6	-1	-1	-12	4	-13	0	0.2
CCN(CC)c1ccc(/C=N/Nc2nc(C)cc(C)n2)cc1	-3	0	3	-9	-44	-3	.	.
COc1ccccc1NC(=O)NNC(=O)COc1ccc2ccccc2c1	-1	5	-7	2	0	-2	0	.
CCCNC(=O)NC[C@H]1[C@@H](c2ccc(C3=CCCC3)cc2)[C@H](CO)N1C(=O)CC	36[16.7 µM]	-7	-7	4	-7	4	2	-0.1
COc1ccc(CCNc2nc(-c3cccnc3)cs2)cc1OC	4	1	-1	3	.	7	.	.
CCS(=O)(=O)NCC[C@H]1CC[C@H](NC(=O)Nc2cc(Cl)cc(Cl)c2)[C@@H](CO)O1	-1[16.7 µM]	-2	1	3	-8	-3	6	-0.2
COc1ccc(CN(C)C[C@@H]2Oc3ccc(NC(=O)Nc4ccc(OC)cc4)cc3C(=O)N([C@H](C)CO)C[C@@H]2C)cc1	-7[16.7 µM]	-11	.	-2	12	-2	-1	0.4
O=C(NCCN1CCCCCC1)C1CCC(CNS(=O)(=O)c2cccc3cccnc23)CC1 (configuration not stated)	-4	0	-1	-4	-29	-6	.	.
N#C[C@@H]1[C@@H](c2ccc(C#Cc3cccc(F)c3)cc2)[C@@H](CO)N1C(=O)C1CCCC1	.	-2	-5	-24	-12	0	2	-0.4
COc1ccc(S(=O)(=O)N(CC(=O)NC2CC2)Cc2ccccc2)cc1	2	0	-3	0	-6	3	-2	-0.4
S=c1[nH]nc(COc2ccccc2)n1/N=C/c1ccc(Br)s1	-6	-2	-3	-1	.	3	.	.
CC(Oc1ccccc1F)C(=O)NC1CCS(=O)(=O)C1 (configuration not stated)	.	0	.	1	-11	-3	-1	-0.2
CCCC(=O)NNC(=O)c1c(O)c2ccccc2[nH]c1=O	3	0	15	-7	-16	12	-3	5.3
CCCC(=O)C1=C(O)C(C(=O)OC)C(C)(C)CC1=NCCCCCC(=O)O (configuration not stated)	-4	1	-7	-5	-2	-2	0	5.9
CCCC#Cc1ccc2c(c1)O[C@@H](CN(C)C(=O)C1CC1)[C@@H](C)CN([C@H](C)CO)S2(=O)=O	24[16.7 µM]	43	-9	3	4	1	-3	0.7
O=C(NC1CC1)C1=C[C@@H](c2ccc(C(F)(F)F)cc2)C[C@@H](OCCCCO)O1	-3	0	4	0	-25	4	-1	0.1
O=C(N[C@H]1CC[C@@H](CCNS(=O)(=O)c2ccccc2)O[C@H]1CO)c1cnccn1	.	-2	-3	0	-10	2	-2	-0.3
Cc1ccc(-c2ccccc2[C@H]2[C@@H](C#N)N(C(=O)Cc3cccnc3)[C@H]2CO)cc1	.	.	-11	.	-12	.	3	0.0
O=C(NCCc1cccc(Cl)c1)c1ccc2c(c1)OCO2	.	-3	.	-8	5	-2	1	0.5
O=C(COC(=O)C1CCN(S(=O)(=O)c2cccs2)CC1)c1ccc2c(c1)OCCO2	0	1	4	6	1	-1	0	.
CCOc1ccc(NS(=O)(=O)c2cc(C(=O)NCCCN3CCCC3=O)ccc2C)cc1	44	0	-6	9	-7	-1	-5	.
Clc1cccc(Cl)c1Cn1cc(Br)cn1	-9	1	7	0	-14	2	2	.
Cc1cc(=O)oc2cc(OC(C)C(=O)Nc3ccc(N4CCCCC4)cc3)ccc12 (configuration not stated)	.	5	.	3	-19	-3	1	-1.1
COc1ccc(-n2ncc3c(N4CCC(C)CC4)ncnc32)cc1	-9	-3	-10	-4	-13	0	6	0.0
Cc1c(NC(=O)c2ccc3c(c2)OCO3)cccc1-c1nc2ncccc2o1	-1	2	3	-1	-8	.	-1	0.0
CCOC(=O)c1ccc(NC(=O)c2cc(S(=O)(=O)N3CCOCC3)ccc2O)cc1	0	2	7	-8	.	1	.	.
CC(C)(C)S(=O)N1Cc2cc(=O)n(Cc3ccccc3)cc2[C@@H]1CCO (some centres not stated)	-6	2	0	-12	-31	8	0	-0.1
CC(C)OP(=O)(OC(C)C)C(NC(=O)c1cccc([N+](=O)[O-])c1)C(N)=O (configuration not stated)	0	-3	-9	-22	.	1	.	.
Cc1ccc(-c2cnc3c(c2)C(=O)N([C@@H](C)CO)C[C@H](C)[C@H](CN(C)CC2CCOCC2)O3)cc1	1[16.7 µM]	4	1	3	3	0	2	0.6
CS(=O)(=O)N1[C@@H](CO)[C@@H](c2ccccc2)C12CN(Cc1cc(F)ccc1F)C2	.	.	-6	.	-9	.	3	-0.1
C=CCn1c(C)cc(C(=O)CSc2nc3ccccc3c(=O)[nH]2)c1C	4	-3	7	5	.	2	.	.
CCCCN(C(C)=O)c1c(CC)nc2ccc(C(=O)Nc3cccc(OCC(=O)N(C)C)c3)cn12	1	0	-1	-2	-11	1	6	0.0
OCCN(CCO)c1ncnc2c1oc1ccc(Br)cc12	3	1	-5	-1	.	1	.	.
CCC(=O)Nc1ccc2c(c1)OC[C@@H](C)N(C(=O)Cc1ccccn1)C[C@@H](C)[C@@H](OC)CN(C)C2=O	-12[16.7 µM]	-3	-7	1	0	0	2	0.0
CCC(C)C(=O)Nc1nnc(SCC(=O)N2C(C)CCCC2C)s1 (configuration not stated)	1	1	-11	3	-8	-5	-1	.
O=C(N/C(=C\c1ccc(F)cc1)C(=O)N1CCOCC1)c1ccccc1	-2	4	4	3	-2	4	-5	.
COc1ccc(-n2c(SCC(=O)Nc3ccccc3)nnc2-c2ccoc2C)cc1	-8	-1	4	11	.	-3	.	.
O=C(COc1ccc2c3c(c(=O)oc2c1)CCC3)N1CCN(c2ccccc2)CC1	0	6	-13	4	-6	3	1	-0.8
CCOC(=O)c1cc(C(C)=O)n2ccccc12	-5	0	-5	-3	.	-3	.	.
Cn1c(=O)[nH]c(=O)c2c1[nH]c(=S)n2Cc1ccc(Cl)cc1	-1	0	.	0	-13	-2	45*	-0.3
CC(Sc1nncn1C)C(=O)Nc1ccccc1-c1ccccc1 (configuration not stated)	4	0	5	1	.	-2	.	.
C=C1CC(C)OC(c2ccccc2OCC(O)CN2CCCCC2)C1 (configuration not stated)	-2	3	-9	-18	16	-6	3	.
COc1cccc(-c2ccc([C@@H]3[C@@H](CO)N4C(=O)CN(C(=O)NC(C)C)C[C@H]34)cc2)c1	.	.	6	.	2	.	-1	-0.1
Cc1oc2cc(O)ccc2c(=O)c1-c1nncn1-c1ccccc1	.	.	5	.	-240	.	-10	2.6
COc1ccccc1NC(=O)N1CC(=O)N2[C@H](CO)[C@H](c3ccc(C#Cc4ccc(F)cc4)cc3)[C@H]2C1	.	.	-10	.	4	.	2	0.4
COc1ccc(C(=O)Nc2nc3ccc(OC)cc3s2)cc1	.	-2	.	11	-12	1	-1	0.0
O=C(Nc1ccc(F)c(Cl)c1)C1CC2CCC1C2 (configuration not stated)	-5	-1	.	-9	-4	4	6	2.0
CC1CCC2C(=O)N(c3cc(Cl)ccc3OC(=O)c3ccco3)C(=O)C2C1 (configuration not stated)	0	1	-12	-12	-4	-7	0	0.1
Brc1ccc(-c2csc(N3CCCCCC3)n2)cc1	5	-2	0	0	-14	8	2	1.9
CCOc1cc(-c2sc(Nc3ccc(CC)cc3)n[n+]2-c2ccccc2)ccc1OC	4	0	2	3	-12	-1	-4	0.0
COCC(=O)N1[C@@H](CO)[C@@H](c2ccccc2)C12CN(C(=O)c1cccc(F)c1)C2	.	.	10	.	-8	.	-3	0.0
Brc1ccc(-c2ccc(CNCc3ccccn3)o2)cc1	5	7	10	7	5	3	6	0.0
CCOC(=O)c1c(NC(=O)C(Sc2ccccc2)c2ccccc2)sc(C(N)=O)c1C (configuration not stated)	6	-3	-7	-18	.	3	.	.

Full records, looked up by structure. Screens in order: miR-122 sensor | Cneo AK release | PGC1a acetyl inh | RAD54 branch | RAD52 anneal inh | PglD inh | ERAP1 inh | E-selectin induc
CCOc1cc(-c2sc(Nc3ccc(CC)cc3)n[n+]2-c2ccccc2)ccc1OC across the screens: 4 | 0 | 2 | 3 | -12 | -1 | -4 | 0.0
CCOC(=O)c1cc(C(C)=O)n2ccccc12 across the screens: -5 | 0 | -5 | -3 | . | -3 | . | .
CC(Sc1nncn1C)C(=O)Nc1ccccc1-c1ccccc1 (configuration not stated) across the screens: 4 | 0 | 5 | 1 | . | -2 | . | .

Next section.
SMILES	miR-122 sensor	Cneo AK release	PGC1a acetyl inh	RAD54 branch	RAD52 anneal inh	PglD inh	ERAP1 inh	E-selectin induc
O=[N+]([O-])c1ccc(/C=N/NC(=S)Nc2ccccc2F)o1	-8	-3	-1	4	.	.	.	.
CCOCCCNC(=O)CN1N=C(c2ccc(C)cc2)CCC1=O	-3	2	3	-22	-22	-2	1	-0.1
COc1ccc(NC(=O)COc2cccc(-n3cnnn3)c2)cc1	.	-5	.	2	-20	-7	-5	14
CCC(=O)Nc1ccc2c(c1)C(=O)N(C)C[C@@H](OC)[C@H](C)CN(Cc1cc(-c3ccccc3)on1)[C@H](C)CO2	-19[16.7 µM]	-3	-5	-2	5	0	3	0.1
COC(=O)C1CCN(C(c2cc(OC)c(OC)c(OC)c2)c2sc3nc(C)nn3c2O)CC1 (configuration not stated)	1	-2	.	7	-14	0	-3	-0.2
C/C=C/c1cnc2c(c1)C(=O)N([C@@H](C)CO)C[C@@H](C)[C@H](CN(C)C(=O)C1CCCCC1)O2	-4[16.7 µM]	0	-7	-2	5	-1	0	1.3
COc1ccccc1NC(=S)N1CCC(c2nc3cc(C)c(C)cc3[nH]2)CC1	.	1	2	-6	-14	-2	2	.
COc1ccc(CNC(=O)c2cc3c(=O)n4ccccc4nc3n(CC3CCCO3)c2=N)cc1 (configuration not stated)	17	3	4	10	.	-4	.	.
O=C(NCC[C@@H]1CC[C@H](NS(=O)(=O)c2ccc(F)cc2)[C@H](CO)O1)c1ccc2c(c1)OCO2	.	-5	-2	-4	-15	4	-7	0.8
CCCCN1CCNC[C@@H]1c1ccccc1	-4	-3	-1	0	10	0	1	0.2
COc1ccc(CCN(C(=O)c2ccco2)C(C(=O)NC2CCCC2)c2ccncc2)cc1OC (configuration not stated)	1	1	-4	0	-19	-8	-4	.

Shown bar-delimited: part of the list above
smiles | miR-122 sensor | Cneo AK release | PGC1a acetyl inh | RAD54 branch | RAD52 anneal inh | PglD inh | ERAP1 inh | E-selectin induc
CCC(=O)Nc1ccc2c(c1)C(=O)N(C)C[C@@H](OC)[C@H](C)CN(Cc1cc(-c3ccccc3)on1)[C@H](C)CO2 | -19[16.7 µM] | -3 | -5 | -2 | 5 | 0 | 3 | 0.1
O=C(NCC[C@@H]1CC[C@H](NS(=O)(=O)c2ccc(F)cc2)[C@H](CO)O1)c1ccc2c(c1)OCO2 | . | -5 | -2 | -4 | -15 | 4 | -7 | 0.8
CCCCN1CCNC[C@@H]1c1ccccc1 | -4 | -3 | -1 | 0 | 10 | 0 | 1 | 0.2
O=[N+]([O-])c1ccc(/C=N/NC(=S)Nc2ccccc2F)o1 | -8 | -3 | -1 | 4 | . | . | . | .

Source: PubChem BioAssay
